Compound activity: PubChem BioAssay, several laboratories
LEDGF integ inh – blockers of LEDGF/p75-dependent integrase strand transfer – biochemical, TR-FRET, high throughput, primary screen | actives 0.64% (n = 370,000) | AID 743269, 2014 | inhibition, % at 3.7 µM | TR-FRET IN-LEDGF/p75 DNA integration, Eu/Cy5 | HIV-1 integrase (with human LEDGF/p75);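 active = inhibition above the screen-wide mean plus 3 SD, cut at about 13% in these data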;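 note: signal is the Cy5 over europium emission ratio at 671 and 618 nm; 0% = plate median of compound wells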
TCR-CD3 inh – inhibitors of human TCR-CD3 interaction, primary screen, biochemical, fluorescence, TAMRA-labeled TCR probe; AID 651800, 2012; inhibition, % at 9.4 µM; T-cell receptor (TCR); actives 0.37% (n = 360,000); in the data active = inhibition above about 19%;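 note: recombinant mutant TCR 2C K166C tagged with TAMRA read by polarization; 0% = receptor in buffer alone and 100% = receptor with positive control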
UHRF1 binding – UHRF1 methylated DNA binding inhibitors, primary screen, counter-screen for MBD2 inhibitor project, biochemical, TR-FRET, human UHRF1, single concentration. UHRF1 binding to methylated oligo. actives 0.75% (n = 370,000). inhibition, % at 4.4 µM. E3 ubiquitin-protein ligase UHRF1 (Homo sapiens), Q96T88; in the data active = inhibition above about 21%;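 note: UHRF1 SRA domain binding a hemimethylated CpG hairpin DNA probe; 0% = median of test compound wells and 100% = reference inhibitor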
HTRA1 inhibitor – HTRA1 serine protease inhibitors, primary screen, biochemical, fluorescence polarization, HTS. recombinant HTRA1, FP-rhodamine activity-based probe. inhibition, % at 5.96 µM. actives 0.5% (n = 340,000). AID 504803, 2011; in the data active = inhibition above about 36%;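 note: 0% = enzyme with DMSO and 100% = wells lacking enzyme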
mABHD4 FP – ABHD4 inhibitors, primary screen, biochemical, fluorescence polarization, mouse; purified mABHD4, FP-Rh probe fluorescence polarization; inhibition, % at 8.92 µM; actives 0.54% (n = 370,000); AID 720543, 2013;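 active = inhibition exceeding the mean over every tested compound plus 3 SD, cut at about 30% in these data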;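 note: 0% = plate median of compound wells and 100% = S159A mutant with DMSO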
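Test system: mABHD4 protein; Read-out basis: % inhibition; Incubation: 45 min + 60 min at 25 °C; Repeats: single replicate; Technique: fluorescence polarization with parallel and perpendicular emission, 525/598 nm; Compound: 8.92 µM, single dose; Benchmarks: full inhibition S159A mutant plus DMSO, zero as sample-well median.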
Rev-erbA mod – modulators of Rev-erb alpha DNA binding, primary screen, biochemical, FITC-DNA, fluorescence polarization, uHTS | Nuclear receptor subfamily 1 group D member 1 (Homo sapiens), P20393 | Rev-erbα–FITC-DNA binding, 90 min | activity, % at 10 µM | actives 0.79% (n = 370,000) | AID 1259318, 2017;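 active = activity above about 14%, limit read from the data; passing the limit was not always enough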;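 note: 0% = DMSO wells with 35 nM protein and 100% = DMSO wells with 750 nM protein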
rCAG binder – binders of r(CAG) RNA repeats, primary screen, biochemical, fluorescence | actives 1.3% (n = 370,000) | inhibition, % at 3 µM | r(CAG) RNA repeat, TO-PRO-1 dye displacement fluorescence;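 active = inhibition above the plate cutoff, the mean of all test compounds on that plate plus 3 SD, cut at about 35% in these data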;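 note: 0% = DMSO alone and 100% = 100 µM mitoxantrone as full dye displacement; higher means more dye released from RNA so lower well fluorescence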
PRMT1 FP inh – PRMT1 methyltransferase inhibitors, primary screen, biochemical, fluorescence polarization | Protein arginine N-methyltransferase 1 (Homo sapiens), Q99873 | recombinant PRMT1, activity-based probe fluorescence polarization | inhibition, % at 2.79 µM | actives 1.3% (n = 370,000) | AID 652257, 2013;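 active = inhibition above about 21% made by adding two undisclosed values, limit read from the data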
Target sequence (Q99873 whole entry, looked up): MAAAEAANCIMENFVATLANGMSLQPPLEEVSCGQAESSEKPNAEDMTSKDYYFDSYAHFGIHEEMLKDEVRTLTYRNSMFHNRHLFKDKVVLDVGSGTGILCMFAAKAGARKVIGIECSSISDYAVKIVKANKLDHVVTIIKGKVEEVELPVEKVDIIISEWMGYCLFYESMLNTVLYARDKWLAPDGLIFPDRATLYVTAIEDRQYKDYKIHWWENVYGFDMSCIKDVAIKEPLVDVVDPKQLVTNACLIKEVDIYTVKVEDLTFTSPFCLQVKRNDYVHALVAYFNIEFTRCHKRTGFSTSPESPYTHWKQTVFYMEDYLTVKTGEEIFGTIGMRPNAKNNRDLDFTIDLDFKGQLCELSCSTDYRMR
PG9 binder – binders of HIV-1 gp120 antibody PG9, primary screen, biochemical, TR-FRET | inhibition, % at 6.7 µM | HIV-1 gp120 / PG9 antibody interaction | TR-FRET gp120-PG9 antibody binding | actives 0.43% (n = 360,000); in the data active = inhibition above about 8.5%
MBD2 DNA inh – inhibitors of MBD2 binding to methylated DNA, primary screen, biochemical, TR-FRET, DNA-binding domain, human; AID 686964, 2013; MBD2 binding to methylated oligonucleotide; actives 0.31% (n = 370,000); Methyl-CpG-binding domain protein 2 (Homo sapiens), Q9UBB5; inhibition, % at 4.4 µM; in the data active = inhibition above about 13%
Target sequence (Q9UBB5 whole entry, looked up, the tested form may be a part): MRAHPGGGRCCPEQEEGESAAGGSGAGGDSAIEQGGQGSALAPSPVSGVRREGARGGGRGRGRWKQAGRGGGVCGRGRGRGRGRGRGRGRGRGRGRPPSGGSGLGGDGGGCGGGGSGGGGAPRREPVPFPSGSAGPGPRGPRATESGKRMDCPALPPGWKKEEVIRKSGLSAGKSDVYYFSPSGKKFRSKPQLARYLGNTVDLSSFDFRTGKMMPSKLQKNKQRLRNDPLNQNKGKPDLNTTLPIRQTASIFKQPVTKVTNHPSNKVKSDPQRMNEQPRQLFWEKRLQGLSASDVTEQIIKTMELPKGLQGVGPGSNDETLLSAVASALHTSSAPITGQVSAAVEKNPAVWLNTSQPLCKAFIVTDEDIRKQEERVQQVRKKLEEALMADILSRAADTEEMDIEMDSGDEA
* = called active by the depositor; nt = not tested or not shown.

smiles,LEDGF integ inh,TCR-CD3 inh,UHRF1 binding,HTRA1 inhibitor,mABHD4 FP,Rev-erbA mod,rCAG binder,PRMT1 FP inh,PG9 binder,MBD2 DNA inh
Cc1ccc(S(=O)(=O)N2CCCCC2CCNC(=O)C(=O)NCc2ccccc2C)cc1 (stereo not drawn),-2,2,1,-32,7,-4,-5,1,-1.2,2
O=C(NCC1CCCO1)c1cccc(S(=O)(=O)Nc2ccc(F)cc2)c1 (stereo not drawn),1,-1,2,5,0,3,4,-3,2.1,0
Cc1cc(S(=O)(=O)N2CCOCC2)ccc1OCC(=O)NCC1CCCO1 (stereo not drawn),1,5,1,6,2,2,-1,0,-2.7,1
C=CCn1c(Cc2nc3ccccc3[nH]2)n[nH]c1=S,3,2,-5,3,12,-3,8,5,-1.7,-4
Cc1c(CCO)c(=O)n(-c2ccccc2)n1S(=O)(=O)c1c(Cl)cc(Cl)cc1Cl,1,-6,1,-4,-1,-1,1,1,2.7,-8
CCOC(=O)c1sc(=S)n(-c2ccccc2Cl)c1SC,3,3,-1,-10,-4,2,3,2,-1.5,-6
O=C(O)Cc1cn(Cc2ccc(F)cc2)c2ccccc12,0,-3,2,-4,2,7,4,-1,-0.2,-2
CCOc1ccccc1N1CC(C(=O)N(C)Cc2cccnc2)CC1=O (stereo not drawn),0,4,-4,2,-1,1,-2,-1,-1.2,4
COC(=O)c1ccccc1NC(=O)CSc1nc(C)cc(C)n1,-1,1,-2,-3,2,7,7,-1,-1.1,-3
CCN(CC)CCNc1c2c(c(C#N)c3nc4ccccc4n13)CCCC2,0,2,-6,-2,4,6,-1,1,0.8,-4
O=[N+]([O-])c1cccc(/C=N/n2c(C3CCCCC3)n[nH]c2=S)c1,2,7,0,0,2,5,6,-1,0.3,0
O=C(CN1C(=O)NC2(CCc3ccccc32)C1=O)c1ccccc1 (stereo not drawn),1,14,14,-5,-4,-4,0,-4,-2.5,1
N/C(Cc1ccccc1)=N\OC(=O)c1cccc2ccccc12,-3,-2,17,-11,-1,11,-1,3,-0.3,2
CC(C)(C)c1ccc(C(=O)O)c(C(=O)c2ccc(C(=O)O)cc2)c1,-4,0,-1,-4,-5,0,0,-3,-2.2,1
COc1cc(Nc2ccc(S(N)(=O)=O)cc2)c([N+](=O)[O-])nc1[N+](=O)[O-],-2,-7,-1,1,5,2,-2,0,-0.4,-7
c1ccc(N2CCN(CCc3nnc4n3CCCCC4)CC2)cc1,-2,-1,-3,-4,5,-2,-5,-1,-1.4,-5
CN(C)CCNC(=O)COc1ccc(C23CC4CC(CC(C4)C2)C3)cc1,2,5,1,20,14,0,-3,2,-3.2,3
CCc1nonc1NC(=O)c1oc2cc(Br)ccc2c1C,-1,4,-5,-7,-5,17*,4,-3,18*,-3
Cc1noc(C)c1NC(=O)N(C)C[C@H]1Oc2ccc(NC(=O)CCC(F)(F)F)cc2C(=O)N([C@H](C)CO)C[C@@H]1C,0,-4,1,5,4,5,-6,-1,0.7,2
CCOc1ccc(Cl)cc1S(=O)(=O)NC1CCCC1,3,6,-1,-1,-6,5,-2,-1,-1.8,-4
O=C(N/N=C/c1cccc([N+](=O)[O-])c1)c1ccc2c(c1)OCCO2,-2,-1,-1,-4,3,7,-3,-4,-0.8,2
COc1ccc(NC(=O)Cn2c(NCC(C)O)nc3ccccc32)cc1Cl (stereo not drawn),1,8,0,6,6,-7,1,-1,0.0,0
CC(=O)c1ccccc1NC(=O)CCCNC(=O)c1ccc(Cl)cc1,3,1,-1,-2,1,-7,-3,-3,-1.9,-5
O=C(COC(=O)c1cccc(S(=O)(=O)N2CCCC2)c1)Nc1ccc(Cl)cc1,0,-1,1,-27,-11,-4,6,6,-0.1,-2
Cc1ccc(C)c(OCc2cc(C(=O)N3CC[C@H](O)C3)no2)c1,6,7,-2,-9,-4,-1,6,-2,0.9,-8
CC(C)(C)c1ccc(OC(=O)N2CCOCC2)cc1,0,-1,1,-2,-1,2,-3,2,-0.8,6
CCOC(=O)C1=C(CS(=O)(=O)c2ccc(C)cc2)NC(=O)NC1c1ccc(O)c(OC)c1 (stereo not drawn),4,5,11,-6,-5,-5,-1,-3,-2.0,5
Cc1ccc(S(=O)(=O)N2CCN(C(=O)CN3CCc4ccccc4C3)CC2)cc1,3,-7,3,-6,16,-2,-3,1,-0.2,5
O=C(c1ccc2c(c1)N(Cc1ccccc1)C(=O)CS2)N1CCOCC1,1,-12,2,7,-10,-2,0,3,0.3,7
Cc1cc(C)c(S(=O)(=O)N2CCCOC2CNC(=O)C(=O)NCc2cccs2)c(C)c1 (stereo not drawn),0,5,1,-3,1,3,-5,1,-1.4,0
O=[N+]([O-])c1ccccc1/C=N\N1CCN(c2ccccc2)CC1,-1,0,3,-2,-3,-1,0,4,-1.5,2
CC(C)(C)CC(=O)Nc1cc(S(=O)(=O)N2CCCCCC2)ccc1Cl,-7,-2,0,-16,10,9,-3,1,-0.7,0
Cn1c(NC2=NC3(CCCC3)C3=C(CCCC3=O)N2)nc2ccccc21,0,nt,-1,nt,4,-9,nt,2,nt,-4
COc1cc(C(=O)OC(C)C(=O)N2CCCC2)cc2c1OCCO2 (stereo not drawn),-1,2,1,1,-4,3,-1,-2,-0.8,-4
COc1ccc(NC(=S)NC(=O)/C=C/c2ccc(F)cc2)cc1,-1,9,-1,-8,-4,-2,-2,1,0.2,-2
Cc1cc(NC(=O)CCC(=O)N(CCC(C)C)C(C(=O)NCC2CCCO2)c2ccccc2C)no1 (stereo not drawn),-1,-4,0,-4,-1,-1,-3,1,-0.8,-4
O=C(Cc1ncc(C(F)(F)F)cc1Cl)Nc1cccc(Br)c1,-2,3,-2,-10,-10,-3,-3,0,0.9,0
COC(=O)c1cccc(NC(=O)CSc2nnc(COc3cccc(C)c3)n2C)c1,2,-1,1,-6,1,4,-3,1,-0.4,-2
O=C(NCCO)c1nc(C(=O)c2ccc(Cl)cc2)c2ccccc2n1,1,1,-1,0,5,3,2,0,-1.8,2
O=C(c1ccc(F)cc1)N1CCCCC(S(=O)(=O)c2ccccc2)C1=O (stereo not drawn),-2,5,0,6,2,1,1,-4,-1.7,4
NC(=O)CC(NC(=O)c1ccccc1)c1ccc(N2CCCCCC2)c([N+](=O)[O-])c1 (stereo not drawn),0,-6,-1,4,5,6,1,0,-0.3,-11
COc1ccc(-c2csc(NC(=O)CCn3cnc4ccccc4c3=O)n2)cc1OC,-3,-2,4,-2,2,-2,2,1,-0.6,3
COc1cc(-c2cnc3c(NC=O)cc(-c4ccc(S(C)(=O)=O)cc4)cn23)cc(OC)c1OC,-3,-6,3,nt,7,1,14,1,0.1,-4
O=C(CSc1nnnn1C1CC1)N1CCN(Cc2ccccc2F)CC1,-6,-1,1,-2,-3,-4,-2,5,0.6,4
O=C(CN1C(=O)NC2(CCCCCC2)C1=O)NCCc1ccc(F)cc1,3,-6,6,1,-4,-4,-1,-3,-0.8,5
O=[N+]([O-])c1ccc(N2CCN(c3ccc(Cl)nn3)CC2)c(Cl)c1,0,-2,-1,-2,0,-1,4,0,-0.3,-1
COc1ccc(Br)cc1/C=N/NC(=O)CN1CCCCC1,1,-9,0,5,-3,6,-3,-6,-4.3,0
CCN(CC(=O)Nc1ccc(NC(C)=O)cc1)C(=O)/C=C/c1c(C)nn(-c2ccc(F)cc2)c1C,-6,-10,11,-5,-21,-5,1,9,-1.2,6
CCOC(=O)C1=C(C)NC2=C(C(=O)CC(C)(C)C2)C1c1ccc(N(C)C)cc1 (stereo not drawn),-2,6,-1,4,0,5,-1,-4,-2.9,-1
CCOc1ccc(N(CC(=O)Nc2cc(C)cc(C)c2)S(C)(=O)=O)cc1,-1,-9,2,-9,-2,-7,-1,0,-1.2,5

Remaining list, next part.
smiles,LEDGF integ inh,TCR-CD3 inh,UHRF1 binding,HTRA1 inhibitor,mABHD4 FP,Rev-erbA mod,rCAG binder,PRMT1 FP inh,PG9 binder,MBD2 DNA inh
CC(=O)Nc1ccc(/C=N/Nc2nc3ccccc3[nH]2)cc1,-3,-2,2,7,18,-2,-2,2,-11,-4
Cc1ccc(NC(=O)CC(=O)c2ccc([N+](=O)[O-])cc2)cc1S(=O)(=O)Nc1cccc(Cl)c1,-1,5,-2,33,-64,3,50*,-2,-3.9,6
O=C(Nc1cccc(C(=O)NC2CC2)c1)c1ccc(Cl)c(S(=O)(=O)N2CCOCC2)c1,0,3,-1,-1,-2,0,3,-1,0.1,1
O=C1C2C3C=CC(C3)C2C(=O)N1c1ccc(-c2nc(-c3ccccc3)nc3ccccc23)cc1 (stereo not drawn),2,0,2,nt,3,-8,2,-5,0.0,0
CN1CCN(C(=S)c2ccc(-c3cccc(Cl)c3Cl)o2)CC1,-1,6,-1,-23,-2,4,0,1,-2.0,-1
c1ccc2c(Nc3nnc(-c4ccncc4)s3)cccc2c1,-3,-2,-5,-7,0,6,3,-1,0.2,0
C=CCn1c(SCc2cccc(F)c2)nc2cc(C(=O)N3CCC(C(N)=O)CC3)ccc2c1=O,0,2,0,-9,-2,-2,-4,1,-2.4,0
CN(C)c1ccc(CNC(=O)CCc2ccc(S(=O)(=O)N3CCCCCC3)cc2)cc1,0,2,-5,-4,4,-3,-2,-2,-0.9,4
O=C(N/N=C\c1cccs1)c1ccccc1-n1cccc1,2,5,-3,6,-3,3,1,-2,0.0,-4
CCN(CC)c1ccc(N=CN2CCOCC2)cc1,5,-1,-5,16,0,6,3,-5,-4.1,-3

3 of the entries above in order of their number in PRMT1 FP inh, descending:
structure | LEDGF integ inh | TCR-CD3 inh | HTRA1 inhibitor | mABHD4 FP | Rev-erbA mod | PRMT1 FP inh | PG9 binder | MBD2 DNA inh
Cc1cc(S(=O)(=O)N2CCOCC2)ccc1OCC(=O)NCC1CCCO1 (stereo not drawn) | 1 | 5 | 6 | 2 | 2 | 0 | -2.7 | 1
COc1ccc(NC(=O)Cn2c(NCC(C)O)nc3ccccc32)cc1Cl (stereo not drawn) | 1 | 8 | 6 | 6 | -7 | -1 | 0.0 | 0
CCN(CC)c1ccc(N=CN2CCOCC2)cc1 | 5 | -1 | 16 | 0 | 6 | -5 | -4.1 | -3

Additional entries follow:
smiles,LEDGF integ inh,TCR-CD3 inh,UHRF1 binding,HTRA1 inhibitor,mABHD4 FP,Rev-erbA mod,rCAG binder,PRMT1 FP inh,PG9 binder,MBD2 DNA inh
O=C(c1cccc(Cl)c1)N1CCC2CC1c1cc(N3CCOCC3)ccc12 (stereo not drawn),1,-5,3,4,-1,-6,0,2,-2.1,-4
CC(C)(C)n1nnnc1C(c1cccs1)N(Cc1ccccc1)Cc1ccco1 (stereo not drawn),-1,-7,0,-27,-4,-1,5,2,-0.1,4
COc1ccccc1N1CCN(/N=C\c2ccccc2)CC1,3,5,-1,7,3,0,-5,-3,-1.7,2
CCc1ccccc1N(C(C)=O)c1nc(CCl)cs1,3,1,6,-4,-6,8,-1,7,-0.7,7

Some of the compounds tested, so the mix of outcomes need not match the whole.
